NCI-60 one-dose screen, 48 h, at 10 µM unless noted. Numbers give growth in % (100 = growth as untreated, 0 = no growth, -100 = all killed).
IGROV1 – IGROV1 ovarian cancer; 79,000 tested, 4.7% active; AID 1794786
OVCAR-4 – OVCAR-4 ovarian cancer cells; 80,000 tested, 3.7% active
COLO 205 – COLO 205 colon cancer; 79,000 tested, 7.3% active; AID 1794742
SW-620 – SW-620 colon cancer | 82,000 tested, 5.2% active | AID 1794795
HCT-116 – HCT-116 colon cancer; 82,000 tested, 7.3% active
HT29 – HT29 colon cancer; 81,000 tested, 7.4% active
HCT-15 – HCT-15 colon cancer; 82,000 tested, 5.2% active
SK-OV-3 – SK-OV-3 ovarian cancer cells; 80,000 tested, 3.2% active; AID 1794785
KM12 – KM12 colon cancer cells | AID 1794800 | 82,000 tested, 5% active
* = called active by the depositor; x = not tested or not shown; & = joins results of further samples; [ ] = remark or other dose. The calls were made as follows: active = growth percent below 10; inactive = the rest.

Structure | HCT-15 | SK-OV-3 | KM12 | HT29 | IGROV1 | OVCAR-4 | HCT-116 | SW-620 | COLO 205
CN(CCCOCC(=O)NCCCC(O)(P(=O)(O)O)P(=O)(O)O)C(=O)Oc1ccc2c(c1)OCC(c1ccc(F)cc1)C2=O (configuration not stated) | 106 | 108 | 81 | 84 | 106 | 105 | 84 | 102 | 116
C[C@@H]1CC[C@@H]2[C@@H]1[C@H](OC(=O)/C=C/C1CCCCC1)[C@]1(C3CCCCC3)C[C@@H](OC(=O)CO)[C@@]2(C)O1 | 48 | 69 | 56 | 31 | 76 | 61 | 40 | 66 | x
O=C(O)C1(c2ccccc2)OC1c1ccccc1 (configuration not stated) | 105 | 103 | 102 | 102 | 101 | 121 | 102 | 104 | x
CCC1(CCSC#N)C(=O)NC(=O)NC1=O | 100 | 98 | 104 | 100 | 104 | 91 | 94 | 106 | 108
CCCCN(CCCC)CC(O)c1ccc(I)cc1 (configuration not stated) | 95 | 96 | 94 | 77 | 102 | 104 | 81 | 88 | 89
Cc1c(C[N+](C)(C)C)cc(C(C)C)cc1C(C)C | 108 | 108 | 97 | 90 | 90 | 107 | 97 | 104 | 103
O=C(CCF)c1ccc(O)cc1 | 102 | 103 | 106 | 98 | 100 | 103 | 103 | x | 105
CCC(COC(=O)c1cc(OC)c(OC)c(OC)c1)(c1ccccc1)N(C)C (configuration not stated) | 107 | 99 | 105 | 89 | 97 | 93 | 97 | 109 | 93
CCCCCC(C)C1C(=O)NC(=O)NC1=O (configuration not stated) | 100 | 113 | 106 | 121 | 118 | 109 | 104 | 103 | 117
Cc1nnnn1-c1ccccc1 | 109 | 111 | 110 | 113 | 112 | 105 | 110 | 117 | 106
O=C(c1cccs1)C1NO[N+]([O-])=C1c1cccs1 (configuration not stated) | 65 | 118 | 75 | x | 7.4* | x | 26 | -92* | 6.6*
O=[N+]([O-])c1cc(Cl)ccc1Cl | 108&89 | 101&111 | 108&110 | 109&106 | 98&108 | 107&115 | 96&100 | 95&112 | 111&119
C/C(=C\c1ccn(-c2ccc(N)c(F)c2)n1)[C@@H]1C[C@@H]2O[C@]2(C)CCC[C@H](C)[C@H](O)[C@@H](C)C(=O)C(C)(C)[C@@H](O)CC(=O)O1 | 11 | 51 | 12 | 15 | 34 | 52 | 11 | 45 | -8.2*
CCc1cc2c(cc1-c1csc(C/C(N)=N/O)n1)C(C)(C)CCC2(C)C | 58 | 113 | 97 | 100 | 120 | 86 | 78 | 100 | 113
CCOP(=S)(N/N=C1\CC2CCC1C2)OCC (configuration not stated) | 99 | 99 | 98 | 100 | 108 | 118 | 98 | 109 | 102
NC(N)=NC(N)=NCCc1c[nH]c2ccc(O)cc12 | 105[100 µM] | 92[100 µM] | 104[100 µM] | 110[100 µM] | 109[100 µM] | 106[100 µM] | 99[100 µM] | 105[100 µM] | x
Nc1ncnc2[se]c3c(c12)CCCCC3 | 107 | 91 | 99 | 118 | 97 | 108 | 102 | 111 | 97
NCC(O)c1ccc(Cl)cc1 (configuration not stated) | 94 | 93 | 97 | 86 | 91 | 96 | 89 | 99 | 94
COc1cccc2c1c(C(=O)C(=O)Nc1cc(C)no1)cn2Cc1ccc(F)cc1 | 30 | 102 | 16 | 25 | 37 | 91 | 34 | 15 | 95
CC1([N+](=O)[O-])COP(=O)(Nc2cccc(Br)c2)OC1 (configuration not stated) | 107 | 100 | 99 | 98 | 110 | 109 | 100 | 103 | 105
Cc1cccc(OP(=S)(Oc2cccc(C)c2)Oc2cccc(C)c2)c1 | 104 | 103 | 106 | 94 | 94 | 97 | 84 | 99 | 114
N#CC(c1ccccc1)N1CCOCC1 (configuration not stated) | 110 | 105 | 114 | 108 | 111 | 94 | 113 | 102 | 105
CCCCN(CCCC)CC(O)c1cccc(Br)c1 (configuration not stated) | 107 | 105 | 108 | 59 | 59 | 91 | 57 | 92 | 77
C=CCOC(=S)SSC(Cl)(Cl)Cl | 108 | 109 | 102 | 100 | 101 | 101 | 100 | 105 | 100
Cc1cc(N(CCCl)CCCl)ccc1/C=N/Nc1nnc(C)n1N | 90 | x | 105 | 92 | 90 | x | 74 | 95 | 97
O=C1C[C@@H]2OCC=C3C[N+]4([O-])CC[C@]56c7ccccc7N1[C@H]5[C@H]2[C@H]3C[C@@H]64 (some centres not stated) | 104&112 | 107&100 | 114&106 | 106&99 | 108&102 | 100&110 | 102&109 | 102&114 | 110&106
C[N+](C)(C)Cc1ccc([N+](=O)[O-])cc1 | 101 | 106 | 108 | 108 | 128 | 106 | 108 | 107 | 110
CC1(C)N=C(N)N=C(N)N1c1cccc(S(=O)(=O)F)c1 | 95 | 100 | 112 | 98 | 103 | 106 | 106 | 101 | 109
CC1=C(CN(O)C(N)=O)C2=C(C)C3(CC3)[C@](C)(O)C(=O)C2=C1 | 1.4* | 15 | -1.9* | 3.8* | 29 | 14 | 7.5* | 8.9* | -12*
CC(=O)OC1CCC2(C)C(CC(=O)C3C2CCC2(C)C(OC(C)=O)CCC32)C1 (configuration not stated) | 101 | 107 | 98 | 106 | 104 | 109 | 102 | 104 | 112

Single values from above.
Cc1c(C[N+](C)(C)C)cc(C(C)C)cc1C(C)C @ IGROV1: 90
NC(N)=NC(N)=NCCc1c[nH]c2ccc(O)cc12 @ IGROV1: 109[100 µM]
O=[N+]([O-])c1cc(Cl)ccc1Cl @ HT29: 109&106
CCOP(=S)(N/N=C1\CC2CCC1C2)OCC (configuration not stated) @ HT29: 100
CCC(COC(=O)c1cc(OC)c(OC)c(OC)c1)(c1ccccc1)N(C)C (configuration not stated) @ HCT-116: 97
N#CC(c1ccccc1)N1CCOCC1 (configuration not stated) @ SW-620: 102

Going on with the list:
Structure | HCT-15 | SK-OV-3 | KM12 | HT29 | IGROV1 | OVCAR-4 | HCT-116 | SW-620 | COLO 205
CC1(C)C(C(=O)c2nn(CCCCCF)c3ccccc23)C1(C)C | 102 | 94 | 101 | 84 | 108 | 97 | 93 | 100 | 107
C=C(C)[C@@H]1CCC(C)=C[C@H]1c1c(O)cc(O)cc1CCCCC | 96 | 98 | 89 | 87 | 84 | 103 | 87 | 88 | 102
C1=CC(N2CCOCC2)CCC1 (configuration not stated) | 110 | 109 | 105 | 106 | 112 | 116 | 97 | x | 111
O=P(O)(Nc1ccccc1)Nc1ccccc1 | 119 | 110 | 96 | 94 | 91 | 100 | 89 | 86 | 115
O=C(/C=C/c1ccccc1)N[C@@H](CO)Cc1cnc[nH]1 | 99 | 113 | 105 | 105 | 93 | 97 | 109 | 106 | 104
[Cl][Hg][n]1c(-c2ccco2)nc2ccccc21 | 92 | 119 | 98 | 104 | 90 | 100 | 100 | 81 | 121
O=C(O)CNC(=O)Cc1ccc(N(CCCl)CCCl)cc1 | 103 | 99 | 106 | 102 | 115 | 113 | 98 | 109 | 108
CC12CCC3C4CCC(=O)C=C4CCC3C1CC1CC(=O)OC12 (configuration not stated) | 112 | 101 | 96 | 91 | 97 | 103 | 97 | 102 | 105
C/C(CCl)=N\NC1=NC2(CCCCC2)P(=O)(NNc2ncccn2)S1 (configuration not stated) | 110 | 92 | 102 | 97 | 101 | 117 | 92 | 100 | 101
FC(F)(F)c1cccc(NC2=NCCS2)c1 | 101 | x | 101 | 100 | 103 | x | 101 | 106 | 103
ClCCN(CCCl)CCN1c2ccccc2Sc2ccccc21 | 99 | 100 | 112 | 88 | 105 | 103 | 85 | 76 | 107
COP(=O)(OC)N1CCCCC1 | 106 | 79 | 102 | 90 | 103 | 101 | 96 | 102 | 109
C=CCN(CC=C)N=O | 98 | 121 | 105 | 94 | 109 | 111 | 105 | 112 | 123
O=C1NC(=O)C(CN2C(=O)C3(c4ccccc42)[C@H](Cl)C(=O)N3c2ccccc2)C(=O)N1 (some centres not stated) | 95 | 83 | 86 | 98 | 49 | 98 | 80 | 72 | 102
C/C=C(\CC)C(=O)NC(N)=O | 104&108 | 111&118 | 105&96 | 105&110 | 128 | 110&116 | 106&113 | 101&106 | 109&110
CCN1CC2C3CCC(C)(O3)C2C1 (configuration not stated) | 105 | 111 | 104 | 108 | 97 | 102 | 79 | 92 | 113
C=CCN1C(=O)C(CC)(CCC(C)C)C(=O)NC1=S (configuration not stated) | 105 | 100 | 108 | 103 | 108 | 106 | 105 | 104 | 108
COc1ccc(N)cc1N | 102 | 100 | 100 | 113 | x | 98 | 108 | 107 | 121
CC(C)=CC1C(C(=O)OCCOc2ccc3c(c2)OCO3)C1(C)C (configuration not stated) | 105 | 96 | 88 | 78 | 79 | 108 | 97 | 100 | 104
N#CC(C#N)=Cc1ccc(O)cc1 | 101 | 99 | 107 | 89 | 106 | 113 | 99 | 109 | 87
O=C(CCl)Nc1ccccc1 | 103 | 109 | 108 | 106 | 106 | 105 | 99 | 103 | 104
O=[N+]([O-])c1cccc2c1Oc1ccccc1O2 | 132 | 117 | 129 | 94 | 77 | 95 | 84 | 95 | 106
CCCCCCCCCCOc1ccc(C(=O)Oc2ccc(CS[P@@](=O)(OC[C@H]3O[C@@H](n4cnc5c(N)ncnc54)CC3O)OC3[C@@H](CO)O[C@@H](n4ccc(=O)[nH]c4=O)[C@H]3OC)cc2)cc1 (some centres not stated) | 99 | 92 | 89 | 50 | 80 | 93 | 74 | 83 | x
CN(C)C(Cc1ccc(Cl)cc1)c1ccccc1 (configuration not stated) | 103 | 102 | 113 | 106 | 120 | 117 | 105 | 110 | 116
O=C(CF)Nc1ccc2ccccc2c1 | 106 | 107 | 109 | 101 | 101 | 102 | 106 | 89 | 119
COC(=O)C[C@H](NC(=O)C(=O)c1cn(Cc2cn(Cc3ccccc3)nn2)c2ccccc12)C(=O)OC | 104 | 90 | 101 | 110 | 95 | 100 | 99 | 109 | 112
O=C(c1ccccc1)C(F)(F)Cl | 103 | 105 | 101 | 102 | 103 | 114 | 95 | 95 | 101
CC[C@H](C)[C@H](NC(=O)[C@H]1CCCCN1C)C(=O)N(C)[C@H](CCc1nc(C(=O)N[C@@H](Cc2ccccc2)C[C@H](C)C(=O)O)cs1)C(C)C | 27 | 12 | 9.2* | -3.6* | 41 | 44 | 2.6* | 28 | -38*
O=c1[nH]oc2c1CCNC2 | 103 | 116 | 109 | 98 | 128 | 121 | 103 | 116 | 113
CCCNC(=O)CCl | 110 | 106 | 101 | 37 | 109 | 103 | 103 | 113 | 112

Next entries follow:
Structure | HCT-15 | SK-OV-3 | KM12 | HT29 | IGROV1 | OVCAR-4 | HCT-116 | SW-620 | COLO 205
CN1C(=O)NC(=O)C2(CCCC2)C1=O | 102 | 111 | 103 | 113 | 123 | 113 | 111 | 106 | 105
NC(N)=NCCCCNC(=O)Oc1c(Br)cc(O)c(CC(=O)O)c1Br | 104 | 104 | 105 | 99 | 106 | 104 | 97 | 102 | 102
COC(=O)[C@@H](C)C[C@H](Cc1ccccc1)NC(=O)c1csc([C@@H](C[C@H](C(C)C)N(C)C(=O)[C@@H](NC(=O)[C@H]2CCCN2C)C2CC2)OC(C)=O)n1 | 18 | 26 | 1.9* | 6.3* | 27 | 52 | 1.1* | 31 | -63*
OCCNC(Cc1ccccc1)c1ccc2c(c1)OCO2 (configuration not stated) | 100 | 75 | 101 | 73 | 107 | 117 | 86 | 109 | 91
Cc1c(NS(=O)(=O)c2ccccc2)ccc([N+](=O)[O-])c1Cl | 65 | 71 | 70 | 76 | 72 | 47 | 73 | 92 | 109
BrCCc1ccccc1 | 100 | 112 | 107 | 103 | 94 | 106 | 101 | 99 | 122
CNN | 95 | 109 | 103 | 103 | 118 | 105 | 96 | 99 | 120
ClC(Cl)=C(c1ccc(Cl)cc1)c1ccccc1Cl | 96 | 100 | 99 | 70 | 94 | x | 82 | 90 | 110
C/C(CCN1CC1)=N\NC(=O)Nc1cccc2ccccc12 | 104&96 | 101&110 | 100&104 | 97 | 102&102 | 101&99 | 93&101 | 99&103 | 110&84
COc1cc(C2c3ccc(N)cc3Oc3nc(N)c(C#N)c(N)c32)cc(OC)c1OC (configuration not stated) | 106 | 120 | 106 | 113 | 113 | 113 | 107 | 107 | 116
Fc1ccc2c(c1)c(-c1nc(-c3c[nH]c4ncccc34)cs1)cn2CCN1CCOCC1 | 27 | 87 | 32 | 48 | 22 | 45 | 53 | 63 | 38
CCCCNC(=O)CCl | 100 | 110 | 97 | 104 | 108 | 99 | 96 | 87 | 103
O=S(=O)(F)c1ccc(I)cc1 | 103 | 104 | 116 | 98 | 119 | 106 | 108 | 105 | 107
CCC(=O)C(CCN(C)C)(c1ccccc1)c1ccccn1 (configuration not stated) | 98 | 93 | 102 | 102 | 111 | 124 | 96 | x | 102
CC(=O)C1CCC2C3C(N4CC4)CC4=CC(=O)CCC4(C)C3CCC12C (configuration not stated) | 75 | 96 | x | 73 | 70 | 86 | 73 | 61 | 80
CC[N+]12CN3CN(CN(C3)C1)C2 | 101 | 114 | 104 | 104 | 92 | 96 | 98 | 112 | 110

Among those listed so far, 2 have two or more sulfur atoms.
Structure | HCT-15 | SK-OV-3 | KM12 | HT29 | IGROV1 | OVCAR-4 | HCT-116 | SW-620 | COLO 205
O=C(c1cccs1)C1NO[N+]([O-])=C1c1cccs1 (configuration not stated) | 65 | 118 | 75 | x | 7.4* | x | 26 | -92* | 6.6*
C=CCOC(=S)SSC(Cl)(Cl)Cl | 108 | 109 | 102 | 100 | 101 | 101 | 100 | 105 | 100

Screening data from PubChem BioAssay.

Some of the compounds tested; count on the stated rates, not on these rows.
